# EP2 modulator: EP2 receptor (human) modulation; P43116; EP2-expressing cells, cAMP HTRF FRET, PGE2 co-stimulation; induction, % at 25 µM; 260,000 tested, 0.83% active; AID 940;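 active means compounds whose cAMP rise, as percent of the full-agonist control response, exceeds 60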;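 further: rat C6 glioma line stably carrying human EP2 under a CMV promoter; the protocol text gives 20 µM as final concentration; 100% = response of wells given 1 µM PGE2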
# Target sequence (P43116 whole entry, looked up): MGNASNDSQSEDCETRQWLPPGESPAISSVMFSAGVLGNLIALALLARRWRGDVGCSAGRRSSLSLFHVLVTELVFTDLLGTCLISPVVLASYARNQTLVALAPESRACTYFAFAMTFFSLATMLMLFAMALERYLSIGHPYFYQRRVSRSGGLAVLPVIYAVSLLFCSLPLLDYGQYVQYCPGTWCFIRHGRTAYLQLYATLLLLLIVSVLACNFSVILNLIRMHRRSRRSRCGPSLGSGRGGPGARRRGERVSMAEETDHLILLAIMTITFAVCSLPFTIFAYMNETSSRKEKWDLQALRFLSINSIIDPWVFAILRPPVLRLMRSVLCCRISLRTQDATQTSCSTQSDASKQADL
# An asterisk follows results filed as active; & = joins results of further samples. Only part of the results is shown (hit frequency here may not be typical).
# Preview, 17 compounds:
SMILES,EP2 modulator
COc1ccc(/C(O)=C2/C(=O)C(=O)N(CCN(C)C)C2c2ccc(OC)c(OC)c2)cc1C (stereo not drawn),5.3
COc1ccc2c(c1)N(C)/C(=C1/SC(=O)N(c3ccccc3)C1=O)S2,-22.6
COc1cc(OC)c(C(=O)Nc2ccncc2)cc1OC,-63.6
O=C(Nc1ccc2c(c1)OCO2)C1CCN(C(=O)NC2CCCCC2)CC1,9.7
COC(=O)c1cn(CC(=O)N2CCOCC2)c2ccccc12,23.3
CCN(CC)S(=O)(=O)c1ccc(S(=O)(=O)N2CCN(Cc3ccc4c(c3)OCO4)CC2)cc1,-4.5
Cc1cc2ccccc2n1CCCNS(=O)(=O)c1ccc2[nH]c(=O)[nH]c(=O)c2c1,-43.1
CC1(C)Oc2ccc(C(=O)Nc3ccccc3)cc2N(CC(=O)N2CCCC2)C1=O,-12.2
CCCNC(=O)c1c(NC(=O)c2cc(OC)c(OC)c(OC)c2)sc2c1CCCC2,-48.6
CC(Cc1cccs1)NC(=O)Cn1ccc2ccc(F)cc21 (stereo not drawn),-56.1
CCCN(Cc1cc2cc(C)ccc2[nH]c1=O)C(=O)c1cc(OC)cc(OC)c1,0.6
COc1ccccc1OCc1nnc(SCC(=O)Nc2cccc(C)c2)n1C,-16.9
O=C(Nc1ccccc1)N(CCN1CCCC1)Cc1cc2cc3c(cc2[nH]c1=O)OCCO3,8.4
Cc1ccc2[nH]c(CCN(C)C)c(CSCc3c(CCN(C)C)[nH]c4ccc(C)cc34)c2c1,-155.2
C[N+]1(Cc2cc3ccccc3o2)CCCCC1,0.2
Cc1ccc(-c2nsc3c(SCC(=O)N(C)C4CCCCC4)ncnc23)cc1,34.6
O=C(Nc1nc2ccc(Cl)cc2s1)c1ccc(F)cc1,-19.1

# The list itself, previewed entries included:
SMILES,EP2 modulator
COc1ccc(/C(O)=C2/C(=O)C(=O)N(CCN(C)C)C2c2ccc(OC)c(OC)c2)cc1C (stereo not drawn),5.3
COc1ccc2c(c1)N(C)/C(=C1/SC(=O)N(c3ccccc3)C1=O)S2,-22.6
COc1cc(OC)c(C(=O)Nc2ccncc2)cc1OC,-63.6
O=C(Nc1ccc2c(c1)OCO2)C1CCN(C(=O)NC2CCCCC2)CC1,9.7
COC(=O)c1cn(CC(=O)N2CCOCC2)c2ccccc12,23.3
CCN(CC)S(=O)(=O)c1ccc(S(=O)(=O)N2CCN(Cc3ccc4c(c3)OCO4)CC2)cc1,-4.5
Cc1cc2ccccc2n1CCCNS(=O)(=O)c1ccc2[nH]c(=O)[nH]c(=O)c2c1,-43.1
CC1(C)Oc2ccc(C(=O)Nc3ccccc3)cc2N(CC(=O)N2CCCC2)C1=O,-12.2
CCCNC(=O)c1c(NC(=O)c2cc(OC)c(OC)c(OC)c2)sc2c1CCCC2,-48.6
CC(Cc1cccs1)NC(=O)Cn1ccc2ccc(F)cc21 (stereo not drawn),-56.1
CCCN(Cc1cc2cc(C)ccc2[nH]c1=O)C(=O)c1cc(OC)cc(OC)c1,0.6
COc1ccccc1OCc1nnc(SCC(=O)Nc2cccc(C)c2)n1C,-16.9
O=C(Nc1ccccc1)N(CCN1CCCC1)Cc1cc2cc3c(cc2[nH]c1=O)OCCO3,8.4
Cc1ccc2[nH]c(CCN(C)C)c(CSCc3c(CCN(C)C)[nH]c4ccc(C)cc34)c2c1,-155.2
C[N+]1(Cc2cc3ccccc3o2)CCCCC1,0.2
Cc1ccc(-c2nsc3c(SCC(=O)N(C)C4CCCCC4)ncnc23)cc1,34.6
O=C(Nc1nc2ccc(Cl)cc2s1)c1ccc(F)cc1,-19.1
O=[N+]([O-])c1ccc(Sc2nc3c(c(C(F)(F)F)n2)CCCC3)nc1,34.3
OCCCNC1CCN(Cc2ccccc2)CC1,-12.6
Cc1ccc(S(=O)(=O)N=Nc2c(O)[nH]c3cc(O)c(C(=O)O)cc23)cc1,16.3
Cc1ccc(-n2c(SCCN3CCOCC3)nnc2-c2ccncc2)cc1,-10.5
Cc1cc2c(cc1NCc1cc3c(C)nn(-c4ccccc4)c3[nH]c1=O)OCCO2,-23.6
O=C1c2ccccc2-c2c(NCCc3ccccc3)c(=O)[nH]c3cccc1c23,65.8*
C=CCn1c(N2CCC(C(=O)NCC(C)O)CC2)nc2ccccc21 (stereo not drawn),-35.1
CCc1nc(NCCCO)c2nnn(Cc3ccc(F)cc3)c2n1,-7.2
Cc1nn(-c2ccccc2)c2[nH]c(=O)c(CNc3ccccc3N3CCOCC3)cc12,-24.2
CN1CCC(CN(C)Cc2ccc3cccc(Cl)c3n2)C1 (stereo not drawn),-30.8
COc1cc(C(=O)NCCNc2nc(C)nc3sc4c(c23)CCCC4)cc(OC)c1OC,-5.2
CCOC(=O)N1CCOCCN(C(=O)CC)CCOCC1,16.2
O=C(Nc1ccc(Oc2ccccc2)cc1)c1snc2c(=O)[nH]cnc12,-11.8
C[C@@]1(C2CCCC2)Cc2cc(OCC(=O)O)c(Cl)c(Cl)c2C1=O,-5.4
COC(=O)Cc1[nH]nc2c1C(c1cccc(F)c1)C(C#N)=C(N)O2 (stereo not drawn),-18.1
CCN1CCN(C(=O)C(C)Oc2ccc(Cl)cc2Cl)CC1 (stereo not drawn),-4.7
COc1cc(C(=O)Nc2scc(-c3ccc(C)cc3)c2C(=O)O)cc(OC)c1OC,-89.6
CC1CCN(C(=O)CN(c2ccc(F)cc2)S(=O)(=O)c2ccc3c(c2)OCCO3)CC1,-23.5
CCOc1ccccc1OCC(=O)Nc1nnc(C(C)C)s1,7.6
CCn1cc(C(=O)O)c(=O)c2cnc(N3CCCC3)nc21,6.8
CCC(C(=O)OC(C)C)n1cnc2sc3c(c2c1=O)CCC(C)C3 (stereo not drawn),29.1
Cc1ccc(NC(=O)CSc2nnc3c(n2)[nH]c2c(C)cc(C)cc23)cc1,-59.5
CCN(CC)CCCN(Cc1cc2c(C)ccc(C)c2[nH]c1=O)C(=O)Nc1ccccc1,-84.5
CCc1nnc(NC(=O)CSc2nc3ccc(C)cc3cc2C#N)s1,-21.2
CC(C)n1c(=O)oc2cc(S(=O)(=O)NC3(c4ccc(F)cc4)CC3)ccc21,-59.7
CC(C)c1nc2ccccc2c2nn(CC(=O)N(C)C)c(=O)n12,11.8
COCCCNC(=O)Cn1cc(C#N)c2ccccc21,15.1
N#C/C(=C\Nc1ccccn1)C(=O)C1CC1,23.6
CCn1c(SCC(=O)N2c3ccccc3CC2C)nnc1C1CC1 (stereo not drawn),-30.5
CCOc1ccc2cc3c(N)c(C(=O)N4CCOCC4)sc3nc2c1,-26.8
CCC(C)(C)NC(=O)CN(C(=O)c1csnn1)c1cccc(C)c1C,-19.6
O=C(CCSc1nc(-c2ccc3c(c2)OCO3)cc(C(F)(F)F)n1)NCC1CCCO1 (stereo not drawn),-84.8
Cc1cc(CN(CCCn2ccnc2)Cc2ccccc2F)cc(C)c1O,11.9
Cc1sc2nc(SCC(=O)Nc3ccc(OCc4ccccc4)cc3)n(C)c(=O)c2c1C,-9.0
O=C(Nc1ccccc1)NC1CC2CCC(C1)N2CC(=O)N1CCCC1 (stereo not drawn),-34.7
Cc1ccc(-n2c(SCC(=O)N3CCCCC3)nnc2-c2cccnc2)cc1C,0.0
Cc1cc2cc(CN(C(=S)NCc3ccco3)C3CCCC3)c(=O)[nH]c2cc1C,27.7
O=CNc1ncn[nH]1,31.1
O=C(CSc1nnc(-c2ccncc2)o1)N(C1CCCCC1)C1CCCCC1,43.1
C=CCN1/C(=C2/SC(=S)N(C)C2=O)Sc2ccccc21,-0.3
CCc1nn(CC(=O)N2CCCC(C)C2)c(=O)c2cc3sc(C)cc3n12 (stereo not drawn),-105.9
CCc1cc(N2CCC(CO)CC2)n2nc3nc(C)cc(C)c3c2n1,6.4
CCc1nc(C(N)=O)c2[nH]c(=O)n(-c3ccccc3Cl)c2n1,10.4

# (further entries)
SMILES,EP2 modulator
COC(=O)c1ccccc1S(=O)(=O)N(Cc1ccco1)Cc1cc2c(C)cc(C)cc2[nH]c1=O,1.1
COC1C(O)C(O)C(O)[C@@H](O)C1O (stereo partly drawn),14.3
NC1(C(=O)O)CC1,11.7&-13.8
CS(=O)(=O)c1cncnc1C1CCCN(C(=O)c2cccc3nccnc23)C1 (stereo not drawn),13.3
Ic1ccc2c(c1)N(c1ccccc1)c1cc(Nc3ccc4nc5ccc(I)cc5[n+](-c5ccccc5)c4c3)ccc1N2,-0.5
COc1cc(C2/C(=C(/O)c3ccc(F)cc3)C(=O)C(=O)N2CC2CCCO2)ccc1O (stereo not drawn),19.2
CC1(C)C2C(Cl)(Cl)C2(C)c2ccccc2N1C(=O)c1ccccc1 (stereo not drawn),-2.2
COc1cccc(NC(=O)Cn2cc(C(=O)C(C)C)c3ccccc32)c1,-3.5
Cc1ccc2nc(CC(=O)c3ccc4ccccc4c3)c(=O)[nH]c2c1,7.6
COc1cc(C2C3CN(C)CC=C3C(C#N)=C(N)C2(C#N)C#N)cc(Cl)c1OC(C)C (stereo not drawn),-133.9
CC(C)n1c(Oc2ccc3c(c2)OCO3)nc2c1c(=O)n(C)c(=O)n2C,-17.2
COC(=O)[C@H]1CN(C(=O)c2ccc(=O)[nH]n2)C[C@@H]1c1ccc(F)cc1,4.0
O=C(c1cccs1)N1CCC[C@H]1Cn1nc(-c2ccc3c(c2)OCCO3)ccc1=O,-46.0
CCOc1ccc(CN2CCN(C(=O)c3c(OC)cccc3OC)CC2)cc1,-51.3
COc1ccccc1CN(Cc1coc2ccccc2c1=O)CC1CCCO1 (stereo not drawn),44.1
COc1ccc(N2CCN(S(=O)(=O)c3ccc(S(=O)(=O)NC4CC4)cc3)CC2)cc1,9.7
C[C@H](CCC(=O)O)[C@@H]1CC[C@@H]2[C@H]3CC[C@@H]4C[C@H](O)CC[C@@]4(C)[C@@H]3CC[C@]21C,51.5
O=C1CCC(C(=O)NCC2CCC(C(=O)NCCN3CCc4ccccc43)CC2)N1 (stereo not drawn),-50.8
O=S1(=O)N=C(Nc2ccc3c(c2)OCCO3)c2ccccc21,-28.6
CC(C)C[C@H](NC(=O)[C@@H](O)[C@H](N)Cc1ccccc1)C(=O)O,27.8
Cc1cccc(NC(=O)CN2C(=O)C(C)(C)Oc3ccc(C(=O)NC4CCCCC4)cc32)c1,23.9
CC(C)n1cc(C(=O)N2CCC(c3ncncc3-c3ccncc3)CC2)cn1,-6.1
CC(=O)c1cccc(NC(=O)CSc2nnc(-c3ccco3)n2C)c1,-19.0
COc1ccccc1OCC(=O)Nc1ccccc1C(=O)N1CCCC1,-4.2
Cc1occc1-c1nn(CC(=O)NC2CCCCC2)c(=O)o1,-41.7
CCOCCCNC(=O)c1nc2c(nnn2Cc2cccc(Cl)c2)c(=O)[nH]1,-32.1
CCOCCCNC(=S)N(Cc1cc2cc(C)cc(C)c2[nH]c1=O)CC1CCCO1 (stereo not drawn),8.8
COC(=O)c1c(NC(=O)Cc2cccs2)sc(C(=O)Nc2ccccc2C)c1C,-12.6
CC(C)(C)c1nc2ccccc2c2nn(CC(=O)N3CCCC3)c(=O)n12,-51.0
CN(C)C(=O)CN1N=C(c2ccccc2)Cn2c(cc3ccccc32)C1=O,-14.9
COc1cc(C#N)ccc1OCc1nc(-c2ccccc2)no1,-64.5
COCCCN1C(=O)C(=O)/C(=C(\O)c2ccc(OC)cc2C)C1c1cccs1 (stereo not drawn),24.6
CC(C)(C)c1csc(NC(=O)C2CCCCC2)n1,-73.8
Cc1ccc2[nH]c(=S)c(C#N)cc2c1,-2.7
CC(C)(C)CC(C)(C)c1ccc(O)c(C[N+](C)(C)[O-])c1,45.0
O=C(Cc1cccs1)Nc1nnc(-c2ccccc2Cl)s1,-20.0
CC1CCN(CC(=O)O)CC1,9.1
CN(C)c1ccc(C(=C2C=CC(=[N+](C)C)C=C2)c2c(O)c(S(=O)(=O)O)cc3cc(S(=O)(=O)O)ccc23)cc1,-0.3
O=C(CN1CCC(c2ccc(F)cc2)CC1)Nc1ccc2c(c1)OCO2,-101.3
COc1cccc(N(CC(=O)Nc2ccc3c(c2)OCCO3)S(C)(=O)=O)c1,-18.7
CCCOc1ccc(C2C(C#N)=C(N)Oc3n[nH]c(-c4ccc(OCC)cc4)c32)cc1OC (stereo not drawn),-1.1
COc1cc(/C=C2\SC(=S)N(CCC(=O)Nc3ccc(F)cc3)C2=O)cc(OC)c1OC,-28.7
O=C(O)c1ccc(NCc2nc3cc4ccccc4cc3[nH]2)cc1,10.6
CC(C(=O)O)N1C(=O)CSC1=O (stereo not drawn),-35.0
Cc1cc(C)c(C#N)c(SCC(=O)Nc2cccc(Cl)c2)n1,-9.8
CCCNC(=O)C(=O)Nc1nccs1,14.3
CCOc1ccc2[nH]c(=O)c(CN(Cc3nnnn3C3CCCCC3)C3CCCC3)cc2c1,38.3
Cc1cc(C)c2cc(CN(CC3CCCO3)C(=O)c3ccccc3)c(=O)[nH]c2c1 (stereo not drawn),-3.7
CC(=O)N/C(=C/c1ccc2c(c1)OCO2)C(=O)OCC(=O)c1ccc(Cl)cc1,-32.0
O=C(O)/C=C(/CC(=O)O)C(=O)O,10.2
CSc1ccc(C=C2C(=O)NC(=O)NC2=O)cc1,-85.1
COCc1nnc(NC(=O)CCCOc2ccccc2C)s1,-68.8
CC(C)(C)NC(=O)CSc1nnnn1-c1ccc2c(c1)OCCO2,-73.3
O=C1CC(C(=O)Nc2ccc(Cl)cc2)C2(CCCC2)O1 (stereo not drawn),-41.8
CCOc1cccc(C2C(C(=O)c3ccc(C)o3)=C(O)C(=O)N2CCCn2ccnc2)c1 (stereo not drawn),16.8
CCN(CC)C(=O)C(=O)NCc1ccc2c(c1)OCO2,2.1
CC1(C)CC2CC(C)(CN2C(=O)c2ccc(Cl)cc2)C1 (stereo not drawn),-5.0
CCOc1ccc2[nH]c(=O)c(CN(CC3CCCO3)C(=O)NCc3ccccc3)cc2c1 (stereo not drawn),2.6
CCc1c(C)sc2nc(C(C)C)n3c(=O)n(CC(=O)NC(C)C)nc3c12,31.7
CCCC(C)C(=O)Nc1nnc(C(C)(C)C)s1 (stereo not drawn),17.6

# Next compounds follow.
SMILES,EP2 modulator
CC(C)(CO)NC(=O)C1CC(c2ccc(Cl)c(Cl)c2)=NO1 (stereo not drawn),-45.8
Cc1cc(C)c2cc(CN(Cc3cccnc3)Cc3nnnn3C3CCCCC3)c(=O)[nH]c2c1,18.0
NC(=O)Cn1nnc(-c2ccccc2NC(=O)C2CC2)n1,8.6
COCCN(C(=O)c1ccc(Cl)cc1)c1nnc(-c2ccncc2)s1,24.2
